Screening data deposited in PubChem BioAssay by several laboratories.
Yfh1-off respiration: mitochondrial function rescue without frataxin homolog – Friedreich's ataxia, plus single-dose screen, dose response (AID 1465) | S. cerevisiae Yfh1-off respiration, WST-1 reduction, 72 h; higher fold induction means a stronger effect | fold induction at 50 µM, or EC50 in µM where a hit was titrated | hit rate 0.074% among 220,000;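 active = fold induction of absorbance versus untreated yeast above a set limit, then at least 30% activation at any dose in follow-up; inconclusive = repeats straddling the limit, or above it without dose testing; inactive = fold induction below the set limit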;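 also: activators that raise dye reduction in frataxin-depleted yeast; strong numbers were not always called active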
K1F lysis inhibition: protection from phage-mediated lysis, alamar blue read-out – E. coli UTI89, K1F phage, bacterial capsule biogenesis inhibitors (AID 488966) | E. coli UTI89 K1F phage lysis, alamar blue, 2 h; higher % means a stronger effect | one-dose inhibition, % at 100 µM; IC50 in µM for titrated hits | hit rate 0.02% among 340,000;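 active = phage lysis inhibition, versus mean bacterial control, above a set limit; inconclusive = no clear call, values can overlap the other calls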;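 also: capsule biogenesis inhibitors block K1F phage lysis so surviving cells raise fluorescence; higher fluorescence means more inhibition of phage lysis; actives were called in the ten point dose series up to 300 µM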
CSM14.1 death rescue: protection against thapsigargin-triggered cell killing – 384-well, CSM14.1, ATP luminescence, primary screen (AID 1222) | CSM14.1 thapsigargin-induced death rescue, ATP luminescence; higher % means a stronger effect | one-dose cellular ATP content (survival), % at 20 µM; EC50 in µM for titrated hits | 190,000 tested, under 10 active;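 active = EC50 below 50 µM in the dose-response confirmation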;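 also: death triggered by thapsigargin at about 15 µM added after 2 h compound pretreatment; cell ATP read after overnight thapsigargin exposure of roughly 18 to 22 hours; normalized against plate controls of thapsigargin alone and 5% DMSO vehicle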
West Nile virus CPE: inhibition of WNV-induced cytopathic effect – cell-based, CPE readout (AID 1621). CPE inhibition, % at 10 µM; hits with a dose series show IC50 in µM. West Nile virus-infected cells, CPE inhibition; higher % means a stronger effect. hit rate 0.02% among 290,000; in the data active = a potency from the dose series; inconclusive = CPE inhibition mostly from about 3.7% at the one dose, without a potency; inactive = the rest, 99 in 100 with CPE inhibition below about 2.2%; also: strong numbers were not always called active
NS5 inhibitors: flavivirus cap methylation enzyme inhibition – biochemical, confirmation dose response, primary screen (AID 588689). hit rate 0.3% among 340,000. one-dose inhibition, % at 25 µM; IC50 in µM for titrated hits. Dengue-2 NS5 methyltransferase capping enzyme assay, biochemical; higher % means a stronger effect; in the data active = a potency from the dose series; inconclusive = inhibition above about 29% without an active follow-up result
RSV antiviral HEp-2: RSV antiviral activity via CPE protection, HEp-2 cells, primary 10 µM value included (AID 2391); HEp-2 cells, RSV-induced CPE inhibition; higher % means a stronger effect; CPE inhibition, % at 10 µM; hits with a dose series show IC50 in µM; hit rate 0.13% among 310,000; in the data active = a potency from the dose series; inconclusive = CPE inhibition mostly from about 23% at the one dose, without a potency; inactive = the rest, 99 in 100 with CPE inhibition below about 21%; also: strong numbers were not always called active
WT yeast gro inh: growth inhibition of WT yeast, mitochondrial fusion screen; AID 1362; hit rate 2.1% among 190,000; inhibition, % at 10 µM; mitochondrial fusion phenotypic screen, WT strain; in the data active = inhibition above about 58%; tested in S. cerevisiae
SV40 large T antigen: SV40 large T antigen inhibitors, biochemical (AID 1903); one-dose inhibition, % at 20 µM; IC50 in µM for titrated hits; hit rate 0.39% among 310,000; SV40 large T antigen ATPase/helicase inhibition assay; higher % means a stronger effect; in the data active = a potency from the dose series; inconclusive = inhibition mostly from about 32% at the one dose, without a potency; inactive = the rest, 99 in 100 with inhibition below about 32%; also: strong numbers were not always called active
XIAP displacement: small molecules displacing peptide from XIAP – biochemical, IAP family, fluorescence polarization (AID 1018); XIAP BIR domain, fluorescence polarization peptide displacement; higher % means a stronger effect; displacement, % at 20 µM, or IC50 in µM where a hit was titrated; hit rate 0.007% among 200,000; in the data active = displacement above about 50%; also: a part of the inactive calls stands beside numbers as strong as those of hits
WT yeast gro inh mutant strain: second read-out of WT yeast gro inh, no call of its own (marks repeat the call); inhibition, %; mitochondrial fusion phenotypic screen, mutant strain inhibition
NS5 inhibitors pilot replicate: recorded beside NS5 inhibitors, whose call it bears; inhibition, %; measured here: pilot screen replicate inhibition
Active calls of the source: *; i = inactive; ? = inconclusive; / = not tested or not shown; & = joins results of further samples; [ ] = remark or other dose.

SMILES	Yfh1-off respiration	K1F lysis inhibition	CSM14.1 death rescue	West Nile virus CPE	NS5 inhibitors	RSV antiviral HEp-2	WT yeast gro inh	WT yeast gro inh mutant strain	SV40 large T antigen	XIAP displacement	others
COC(=O)c1ccccc1NC(=O)CSc1n[nH]c(-c2ccncc2)n1	/	0.2%	/	0.3%	0.3%	6.1%	/	/	9.8%	/
O=C(O)[C@H](Cc1c[nH]c2ccccc12)Nc1ncccc1[N+](=O)[O-]	/	0.3%	/	-0.3%	1.3%	1.2%	/	/	20.9%	/
COc1ccc(CCNC(=O)C2CCN(S(=O)(=O)c3ccc4c(c3)oc(=O)n4C)CC2)cc1OC	/	0.2%	/	-0.3%	-15.7%	0.6%	/	/	8.3%	/
Cc1cc(C)c(N(CC(=O)NCc2ccccc2)C(=O)c2csnn2)c(C)c1	/	-0.2%	/	-0.5%	-1.6%	0.3%	/	/	-3.1%	/
CC(C)c1ccc(NC(=O)C2CSC3(C)CCC(=O)N23)cc1 (stereo unspecified)	/	0.2%	/	-0.9%	0.0%	2.0%	/	/	17.3%	/
COc1ccc2cc(CO)c(Cl)nc2c1	i	0.2%	-0.4%	0.9%	-5.5%	0.5%	-4.3	10.9	9.7%	-2.6%
CCCn1c(=O)c(F)cn(Cc2ccc(OC)c([N+](=O)[O-])c2)c1=O	i	0.5%	2.3%	-0.5%	-4.8%	4.3%	36.8	22.2	3.4%	-1.1%
Cc1cccc(C(=O)NCC(=O)N2CC(=O)Nc3ccccc32)c1	i	-0.9%	0.3%	-0.3%	-9.5%	2.2%	-6.5	-3.6	4.6%	-5.7%
Cc1ccc(CCNC(=O)CCS(=O)(=O)c2ccc3c(c2)oc(=O)n3C)cc1	/	0.4%	/	1.1%	2.7%	0.7%	/	/	9.4%	/
COc1cccc(CC(=O)OCC(=O)NC(Cc2ccccc2)C(C)=O)c1 (stereo unspecified)	/	1.0%[50 µM]	/	/	-5.9%	0.3%	/	/	4.9%	/
COC(=O)c1ccc(CC(=O)c2nc3ccccc3s2)cc1	i	2.4%[50 µM]	-1.7%	-0.1%	1.9%	1.5%	10.8	3.0	7.9%	-6.4%
Cc1c(C(=O)O)sc2nc3n(c(=O)c12)CCC3	i	0.9%	-0.4%	?	-0.7%	1.3%	13.3	3.3	9.7%	-1.7%
O=[N+]([O-])c1ccc(-n2ccnc2)cc1	i	-0.1%	/	-0.5%	7.0%	1.2%	/	/	5.5%	/
O=C(COC(=O)C1CC2C=CC1C2)Nc1ccc2c(c1)OC(F)(F)O2 (stereo unspecified)	i	-0.1%	5.2%	0.0%	1.4%	2.1%	10.6	-12.2	1.9%	-2.5%	NS5 inhibitors pilot replicate=-4.2
Nc1nonc1C(=Nc1ccc(Br)cc1)NO	i	0.1%	-1.6%	1.3%	-0.7%	1.6%	6.8	1.7	3.1%	-1.5%
COc1ccc(S(=O)(=O)Nc2ccncc2)c(C)c1C	i	0.8%	-0.2%	0.0%	-1.5%	5.2%	-11.9	9.9	8.6%	-3.7%
O=C(CSc1ccc(-c2ccccn2)nn1)N1CCCC1	i	0.1%	-0.8%	0.1%	-2.2%	-0.6%	2.8	8.0	7.6%	-4.5%
C=CC(C)Sc1nc2c(c(=O)n(C)c(=O)n2C)n1Cc1ccccc1Cl (stereo unspecified)	i	-0.3%	-1.0%	-0.5%	-3.5%	-0.3%	0.1	0.0	9.7%	-10.1%
CC(=O)c1c(C)[nH]c(C(=O)Nc2ccc(Cl)c(S(=O)(=O)N(C)C)c2)c1C	i	-0.8%	-1.2%	0.1%	-7.0%	9.5%	3.3	11.1	10.7%	-8.6%
C/C(=N\NC(=O)C(C)Oc1ccc([N+](=O)[O-])cc1)c1ccccn1 (stereo unspecified)	/	0.6%	2.0%	/	-2.7%	-3.5%	1.7	6.0	7.7%	-0.8%
Cc1nnc(N(Cc2ccco2)C(=O)c2cccc(C#N)c2)s1	i	0.5%	-1.6%	0.1%	-8.0%	3.4%	1.4	0.6	-0.4%	-10.3%
C/C(=N/O)c1no[n+]([O-])c1/C(C)=N\O	i	0.7%	/	0.1%	-10.1%	/	/	/	9.9%	/
COc1cc(OC)cc(C(=O)NCC(=O)OCC(=O)Nc2ncc(Cl)cc2Cl)c1	i	0.5%	-1.2%	0.2%	-3.8%	0.8%	-19.6	10.7	9.9%	-5.9%
C[C@H]1COc2c(C3(N)CC3)c(F)cc3c(=O)c(C(=O)O)cn1c23	i	/	0.8%	0.2%	/	-2.5%	1.3	7.1	9.2%&3.6%	-9.7%
COc1cc(-c2cc3nc(C)c(C)c(=O)n3[nH]2)cc(OC)c1OC	i	-0.3%	1.0%	10.2%	0.7%	0.2%	-15.7	14.7	6.0%	-4.2%
Cc1noc(C)c1C(=O)NC(C)C12CC3CC(CC(C3)C1)C2 (stereo unspecified)	i	-0.2%	-0.8%	0.1%	-8.2%	-0.4%	-2.9	-8.2	5.2%	-3.9%
O=C(N/N=C/c1ccccn1)c1cc([N+](=O)[O-])cc([N+](=O)[O-])c1	i	-14.6%	0.5%	-0.1%	-5.0%	0.9%	-6.8	13.7	5.8%	-8.2%
O=C(/C=C/c1ccccc1)OCC(=O)c1ccc[nH]1	/	1.2%[50 µM]	/	/	-5.1%	-0.8%	/	/	6.1%	/
CCN(CC)c1nc(C(F)(F)F)nc2c1nnn2Cc1ccccc1	/	-0.1%	/	-0.2%	-4.1%	9.1%	/	/	7.1%	/
COc1cccc(CCc2nnc(CCC(=O)NCCc3cccc(C)n3)o2)c1	i	-0.7%	-0.8%	0.8%	1.5%	0.1%	-20.8	-5.4	11.2%	-4.7%
COc1ccc(SCc2noc(C(=O)NCC3CCCO3)c2C(=O)O)cc1 (stereo unspecified)	i	2.3%	4.8%	0.3%	1.2%	0.8%	20.2	29.9	12.9%	-2.5%
CCC(CC)C(=O)Nc1ccc(C(=O)c2ccccc2)cc1	i	0.1%	-0.8%	0.2%	-9.1%	7.3%	6.9	16.4	4.5%	-1.1%
COc1cc2nc(Cl)nc(N3CCN(C)CC3)c2cc1OC	i	/	2.7%	-0.1%	/	-0.8%	-8.0	20.1	23.3%	-10.9%
O=C(Cn1nc2sc3ccccc3n2c(=O)c1=O)c1ccc(Cl)cc1	i	/	/	0.2%	/	0.9%	/	/	4.4%	/
O=C1c2ccccc2C(=O)N1C(CO)C(O)c1ccc([N+](=O)[O-])cc1 (stereo unspecified)	/	-0.5%	/	0.1%	-2.0%	0.3%	/	/	20.7%	/
CC(=O)c1cccc(OCC(=O)N2CCCc3ccccc32)c1	/	-0.2%	/	-0.1%	13.4%	1.2%	/	/	9.4%	/
CCOC(=O)/C=C1\SCC(=O)N1CC(=O)NC(c1ccccc1)c1ccccc1	i	-0.3%	5.1%	0.1%	-4.5%	1.0%	6.2	5.9	-5.2%	0.8%
C/C(=N\N=C1\NC(=O)C(CC(=O)NCc2ccccc2)S1)C(C)C (stereo unspecified)	i	-0.2%	-0.6%	0.1%	-5.4%	1.1%	0.0	12.9	8.3%	-5.5%
Cc1nc2c(o1)CCc1ccccc1C2N1CCN(C)CC1 (stereo unspecified)	i	-0.2%&0.3%&0.0%	-0.8%&-3.3%	-0.6%&-0.1%	-8.5%&-2.1%&7.1%	0.1%&0.2%	1.1&-0.1	6.8&-11.1	20.9%&6.0%	-2.0%&-12.7%
Cc1nc(NC(=S)Nc2ccccc2)sc1C	i	-0.3%	-1.7%	-0.6%	-10.0%	8.2%	29.3	-9.0	9.9%	-6.7%
C[C@H](NC(=O)C1CCN(S(=O)(=O)c2ccccc2)CC1)C(=O)NCc1ccco1	/	-0.3%	/	-0.4%	-2.6%	0.3%	/	/	4.0%	/
CN(C)S(=O)(=O)c1ccc(NC(=O)CN2CCCCCC2)cc1	/	0.6%	/	0.0%	1.6%	1.9%	/	/	2.7%	/
Cc1ccc(NC(=O)C2(S(=O)(=O)c3ccc(C)cc3)CC2)cc1	i	2.0%	-0.5%	-0.7%	-4.0%	6.8%	-17.2	-14.6	14.2%	-5.3%
COC(=O)c1cc(S(=O)(=O)NCc2ccc(Br)cc2)c[nH]1	/	0.5%	/	-0.6%	-2.7%	0.9%	/	/	1.6%	/
CCN(CC#CCC(O)(c1ccccc1)C1CCCC1)C(C)C (stereo unspecified)	i	0.1%	-0.6%	-0.2%	-7.6%	-0.4%	2.8	11.5	-0.5%	-6.0%
Cc1ccc(NC(=O)c2ccc(Cn3cc(Br)cn3)o2)cc1	i	-0.3%	-0.7%	-1.1%	-2.4%	10.2%	8.3	1.9	-14.5%	-2.0%
CS(=O)(=O)N(CC(=O)Nc1cccc([N+](=O)[O-])c1)c1ccccc1F	i	1.0%	0.1%	-1.4%	-3.8%	3.9%	23.6	-23.9	0.5%	-4.7%
COc1ccc2[nH]c(=O)c(CN(C(=O)c3ccccn3)C3CCCCC3)cc2c1	i	-0.6%	2.0%	0.2%	0.7%	1.1%	19.0	27.6	3.3%	0.8%
CCCn1c(SCC#N)nc2c(c1=O)C1(CCCC1)Cc1ccccc1-2	i	2.0%	1.2%	-0.1%	-2.3%	10.5%	5.0	-18.1	1.5%	-3.1%
COc1ccc(CNC(=O)[C@H](C)NC(=O)C2CC(=O)N(c3ccc4c(c3)OCO4)C2)cc1 (stereo partly specified)	/	0.3%	/	-0.2%	2.7%	-0.4%	/	/	3.9%	/
O=C(N/N=C/c1ccccn1)c1[nH]c2ccc([N+](=O)[O-])cc2c1-c1ccccc1	i	-0.1%	8.3%	1.1%	-6.7%	7.2%	64.6*	18.8*	6.2%	-1.0%
O=C(CNC(=O)OCc1ccccc1)NCC(=O)N1CCCC1C(=O)OCc1ccccc1 (stereo unspecified)	i	0.1%	1.9%	0.1%	7.6%	-0.3%	21.5	7.2	-3.9%	-8.1%
CCCNc1ccc(C(=O)OCC)cc1[N+](=O)[O-]	i	-0.1%	0.2%	-0.1%	-1.4%	6.0%	15.2	-3.7	0.1%	-4.6%

Three consecutive compounds from above, for reference:
SMILES	Yfh1-off respiration	K1F lysis inhibition	CSM14.1 death rescue	West Nile virus CPE	NS5 inhibitors	RSV antiviral HEp-2	WT yeast gro inh	WT yeast gro inh mutant strain	SV40 large T antigen	XIAP displacement	others
Cc1ccc(NC(=O)c2ccc(Cn3cc(Br)cn3)o2)cc1	i	-0.3%	-0.7%	-1.1%	-2.4%	10.2%	8.3	1.9	-14.5%	-2.0%
CS(=O)(=O)N(CC(=O)Nc1cccc([N+](=O)[O-])c1)c1ccccc1F	i	1.0%	0.1%	-1.4%	-3.8%	3.9%	23.6	-23.9	0.5%	-4.7%
COc1ccc2[nH]c(=O)c(CN(C(=O)c3ccccn3)C3CCCCC3)cc2c1	i	-0.6%	2.0%	0.2%	0.7%	1.1%	19.0	27.6	3.3%	0.8%

Compounds were not picked by outcome. Share with any hit: about 2.2%.
